Screening results as filed in PubChem BioAssay.
FXIIa inh: blocks human coagulation factor XIIa protease activity; P00748; purified FXIIa, Boc-QGR-AMC fluorogenic substrate, 2 h; inhibition, % at 5 µM; hit rate 0.3% among 220,000; in the data active = inhibition above about 40%;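 note: 0% = enzyme with no compound and 100% = blank without enzyme; many of its hits are not listed in these tables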
KLK5 inh: blocks human kallikrein 5 protease activity | Q9Y337 | recombinant hK5, fluorogenic AMC substrate cleavage | inhibition, % at 5 µM | hit rate 0.59% among 210,000;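 active = inhibition of 40% or more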;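 note: 0% = enzyme controls without compound and 100% = no-enzyme blanks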
FXIa inh: factor XIa (human) inhibition | P03951 | inhibition, % at 5 µM | AID 798 | purified FXIa, Boc-Glu-Ala-Arg-AMC fluorogenic substrate | hit rate 0.14% among 220,000;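 active = inhibition of at least 40%; inactive = inhibition below 40%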;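 note: fluorescence of freed AMC excited at 355 nm; 0% = enzyme without compound and 100% = no enzyme blank; many of its hits are not listed in these tables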
14-3-3 Bad inh: disrupts binding of bovine 14-3-3 zeta to phospho-Bad peptide; AID 781; inhibition, % at 21.7 µM; TR-FRET 14-3-3zeta/Dy647-pBad peptide displacement, 1 h; P63103; hit rate 0.71% among 220,000;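 active = inhibition above about 70%, limit read from the data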;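 note: 0% = full 14-3-3 plus peptide FRET controls and 100% = background without 14-3-3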
Target sequence (P63103 whole entry, looked up): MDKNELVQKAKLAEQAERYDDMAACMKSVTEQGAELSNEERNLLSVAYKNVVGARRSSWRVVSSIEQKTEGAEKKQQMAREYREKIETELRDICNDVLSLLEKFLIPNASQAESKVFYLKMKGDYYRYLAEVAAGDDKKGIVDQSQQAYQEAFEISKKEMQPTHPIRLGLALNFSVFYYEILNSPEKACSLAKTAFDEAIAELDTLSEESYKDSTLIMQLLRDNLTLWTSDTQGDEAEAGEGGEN
Wee1 stabilizer: human Wee1 degradation inhibition, primary screen | AID 1321 | reporter increase, % at 5 µM | HeLa Luc-Wee1K328M stability, luciferase luminescence; 100% = proteasome inhibitor MG132 effect | hit rate 1.2% among 220,000;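 active = activation above the mean of all tested compounds plus 3 SD, set per screening run, cut at about 8.8% in these data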;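 note: cells exposed to compound for 20 h before luminescence read; 0% = DMSO alone and 100% = MG132 at 30 µM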
Target sequence (P30291 whole entry K328M): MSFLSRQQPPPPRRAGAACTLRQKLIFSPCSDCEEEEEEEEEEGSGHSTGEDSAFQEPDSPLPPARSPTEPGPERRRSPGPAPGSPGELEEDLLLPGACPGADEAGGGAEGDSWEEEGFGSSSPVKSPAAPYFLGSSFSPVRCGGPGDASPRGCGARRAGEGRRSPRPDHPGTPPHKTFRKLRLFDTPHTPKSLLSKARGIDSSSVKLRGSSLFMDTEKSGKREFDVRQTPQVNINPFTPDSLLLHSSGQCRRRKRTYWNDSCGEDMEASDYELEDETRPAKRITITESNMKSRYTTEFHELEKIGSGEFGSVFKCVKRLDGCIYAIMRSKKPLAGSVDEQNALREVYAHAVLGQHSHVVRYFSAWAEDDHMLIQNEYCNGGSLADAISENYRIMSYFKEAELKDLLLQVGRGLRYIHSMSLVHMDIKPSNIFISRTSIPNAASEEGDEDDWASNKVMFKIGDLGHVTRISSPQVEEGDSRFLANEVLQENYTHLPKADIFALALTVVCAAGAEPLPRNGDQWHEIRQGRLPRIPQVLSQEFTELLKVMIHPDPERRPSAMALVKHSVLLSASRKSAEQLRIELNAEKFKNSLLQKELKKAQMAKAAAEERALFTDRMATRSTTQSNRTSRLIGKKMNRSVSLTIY
Hck-Nef inh: human Hck-Nef kinase inhibition. P08631. Recombinant Hck-YEEI plus Nef, Z-Lyte FRET kinase assay. inhibition, % at 20 µM. hit rate 0.68% among 220,000;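 active = Hck-Nef kinase inhibition above about 50%, limit read from the data; inactive = inhibition below that limit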;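 note: 0% = DMSO with Hck plus Nef and 100% = Hck alone without Nef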
Runt-CBFb FRET: Runt domain-CBFb interaction inhibition; inhibition, % at 20 µM; Cerulean-Runt/Venus-CBFb FRET ratio 530/480, 1 h; Q01196+Q13951; hit rate 0.46% among 220,000;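 active = inhibition over about 50% at 20 µM in the single-dose screen, limit read from the data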;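 note: 0% = DMSO wells and 100% = excess unlabeled CBFb competitor control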
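Reagent – Venus-CBFb binding partner, 100 nM · Assay system – Cerulean-tagged RUNX1 Runt domain (FRET donor) fusion protein · Input – 100 nM per protein · Incubation – two 1 h room-temperature incubations shielded from light · Measured by – FRET fluorescence · Medium – Tris buffer pH 7.5 with salts and BSA · Benchmarks – unlabeled CBFb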
Thrombin inh: blocks human thrombin protease activity | alpha-thrombin, Boc-VPR-AMC fluorogenic substrate cleavage | inhibition, % at 5 µM | hit rate 0.26% among 220,000;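 active = inhibition at or above 40%; inactive = inhibition below 40%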;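 note: 0% = enzyme with no compound and 100% = wells without enzyme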
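Test system: human alpha-thrombin; medium: pH 7.5 Tris-saline with Tween 20; times: reaction at room temperature; signal: AMC fluorescence at 355 nm excitation and 460 nm emission; also added: Boc-VPR-AMC substrate, 15 µM final; dosing: one concentration per compound, 5 µM, with 0.2% DMSO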
Runt-SMMHC FRET: inhibitors of human RUNX1 Runt domain binding to CBFb-SMMHC; Cerulean-Runt/Venus-CBFb-SMMHC FRET ratio 530/480, 1 h; inhibition, % at 20 µM; hit rate 0.74% among 220,000; Q01196+Q13951;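 active = mean inhibition across duplicate retests at 20 µM reaching about 50%, limit read from the data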;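 note: 0% = DMSO wells and 100% = wells with excess untagged CBFb-SMMHC; inhibitors lower the FRET ratio by blocking Runt binding to CBFb-SMMHC; some results filed as inactive read as strong as hits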
The depositor's hits bear a star; . = no result given; [ ] = remark or other dose.

SMILES	FXIIa inh	KLK5 inh	FXIa inh	14-3-3 Bad inh	Wee1 stabilizer	Hck-Nef inh	Runt-CBFb FRET	Thrombin inh	Runt-SMMHC FRET
CCn1nc(C(=O)Nc2nc3ccccc3[nH]2)c2ccccc2c1=O	10	-16	2	10[fluorescence artefact?]	1	5	-8	-5	4
CN(Cc1ccccc1)C(=O)COC(=O)c1ccc2ccccc2n1	4	13	0	2	3	3	-1	0	0
COc1ccc(NC(=S)NNC(=O)CNc2ccc(Cl)cc2)cc1	11	-4	-2	-16	0	5	11	0	5
CC(=O)Oc1ccc(-c2cccc(C(=O)NCCO)c2)cc1	12	3	0	-12	8	18	0	-9	-1
c1ccc(-c2ccccc2OCCN2CCOCC2)cc1	18	0	11	54	3	6	-3	5	3
Oc1[nH]c2ccc(Br)cc2c1N=NC(=S)Nc1ccc(F)cc1	1	1	-1	12	4	15	-3	-4	-2
COc1ccc(C(=O)N2CCCc3ccccc32)cc1	27	5	17	88*	0	0	0	2	-1
CCOc1ccc(C2C(C(=O)Nc3cc(C)on3)c3ccccc3C(=O)N2CCN2CCOCC2)cc1 (centres undefined)	5	-1	-2	-6	-2	23	-1	-6	2
CCC(c1nnnn1C(C)C)N1CCN(C2CCCC2)CC1 (centres undefined)	9	-19	-6	11	2	0	0	-15	0
CC(CP(=O)(O)O)NC(=O)Cc1ccccc1 (centres undefined)	8	3	-6	25	-1	-3	-2	-5	-1
O=C(O)c1cc(C(=O)O)c(-c2ccccc2)c(C(=O)O)c1	13	-4	1	.	-4	3	-1	3	-5
CCc1nc(N2CCC(C)CC2)c2oc3ccccc3c2n1	15	-14	-2	63	1	0	-6	7	-2
NC(=O)CSc1nnc(-c2ccoc2)o1	8	2	-24	12	2	1	-4	-6	5
COc1ccc(C(=O)OCC(=O)NCCN2C(=O)CSC2=O)cc1	0	-3	0	-3	-3	22	0	.	-4
COc1ccc(/C=N/Nc2nc(Nc3ccccc3)nc(N3CCCCC3)n2)c(OC)c1	8	-18	1	-18	3	4	1	-4	2
Cc1cc(C)c(C(N)=O)c(NC(=O)Nc2ccccc2)n1	24	31	10	-5[fluorescence artefact?]	1	1	1	23	5
COc1ccc(F)cc1S(=O)(=O)n1cc(C)nc1-c1ccccc1	.	.	.	.	-4	0	1	.	-2
COc1ccc(CC/C(C)=N\NC(N)=O)cc1	7	-9	4	15[fluorescence artefact?]	-2	5	-1	-3	0
Cc1ccc(/C=N/NC(=O)c2cc(C)oc2C)cc1	7	-2	0	3	4	8	0	-3	1
O=C1NCCn2ccc(=O)cc21	-1	12	-3	27	13*	4	0	-9	-1
O=C1NN(c2ccccc2)C(=O)/C1=C/c1ccc(Sc2cccc3ccccc23)o1	5	-23	4	-5	3	10	8	-9	-3
COCc1nnc(NS(=O)(=O)c2ccc([N+](=O)[O-])cc2)s1	1	-28	-1	3[fluorescence artefact?]	0	0	3	-7	-2
N#Cc1ccc(-c2cccnc2)nc1SCc1ccc(Cl)c(Cl)c1	6	-1	1	27	-3	8	0	-5	-2
CC(C)c1cc(Br)ccc1OCCCN1C(=O)NC(C)(C)C1=O	-12	-1	-10	3	-4	4	0	-12	0
CCN(C1CCCCC1)S(=O)(=O)c1ccc(S(=O)(=O)N(CC(=O)Nc2ccccc2)C2CC2)cc1	22	-3	20	13	0	-14	1	3	1

The list goes on (five carried over from the part before).
SMILES	FXIIa inh	KLK5 inh	FXIa inh	14-3-3 Bad inh	Wee1 stabilizer	Hck-Nef inh	Runt-CBFb FRET	Thrombin inh	Runt-SMMHC FRET
O=C1NN(c2ccccc2)C(=O)/C1=C/c1ccc(Sc2cccc3ccccc23)o1	5	-23	4	-5	3	10	8	-9	-3
COCc1nnc(NS(=O)(=O)c2ccc([N+](=O)[O-])cc2)s1	1	-28	-1	3[fluorescence artefact?]	0	0	3	-7	-2
N#Cc1ccc(-c2cccnc2)nc1SCc1ccc(Cl)c(Cl)c1	6	-1	1	27	-3	8	0	-5	-2
CC(C)c1cc(Br)ccc1OCCCN1C(=O)NC(C)(C)C1=O	-12	-1	-10	3	-4	4	0	-12	0
CCN(C1CCCCC1)S(=O)(=O)c1ccc(S(=O)(=O)N(CC(=O)Nc2ccccc2)C2CC2)cc1	22	-3	20	13	0	-14	1	3	1
Cc1ccc(Cn2c3ccccc3c3cn[nH]c(=O)c32)cc1	4	-13	4	7	0	-8	-1	-5	-4
COc1cc(C)c(Cl)cc1S(=O)(=O)n1ccnc1	14	.	1	-3	-1	5	1	-1	-5
COC(=O)Cn1c(=NC(=O)CSCC(=O)Nc2cc(C)on2)sc2cc(C(=O)OC)ccc21	10	3	-4	1	1	8	1	1	-4
S=c1sc2c(N3CCN(Cc4ccccc4)CC3)ncnc2n1-c1ccccc1	14	3	2	5	-3	0	0	3	2
CCOc1cnc(-c2ccc(OC)cc2)o1	4	-5	0	7	1	1	1	-5	1
COc1ccc2[nH]cc(/C=C/C(=O)c3ccccc3)c2c1	5	4	10	-7	0	-27	-7	-1	3
c1cc(-c2cccs2)nc(-c2cccs2)c1	5	-14	5	-4[fluorescence artefact?]	-1	4	0	-2	2
Cc1sc2ncnc(SCC(=O)NC(C)C(C)C)c2c1C (centres undefined)	7	-3	-2	-4	-1	5	-4	-6	-4
Cc1nn(-c2ccccc2)c(N2CCCC2)c1/C=N/Nc1ccc(S(N)(=O)=O)cc1[N+](=O)[O-]	9	-9	6	-6	-2	3	-4	-12	-5
CCC(C)NCCOc1ccccc1C (centres undefined)	7	4	-1	27	0	-14	2	-5	-6
Cc1c(C(=O)COC(C)(C)C)[nH]c2ccccc12	-3	-2	-11	12[fluorescence artefact?]	3	0	0	2	-4
Cc1cccc(CCNC(=O)C2CCN(S(=O)(=O)c3cccc4nsnc34)CC2)c1	-6	-18	4	-9	-1	-1	1	-4	0
O=C(COc1ccc(Br)cc1)N/N=C1\SCC(=O)N1c1ccc(F)cc1	11	-20	13	1	8	3	2	-3	0
COc1ccccc1NS(=O)(=O)c1cccc(N2CC(O)=C(c3ccccc3)C2=N)c1	12	-13	7	-9	0	1	-1	-4	-4
O=C(NC12CC3CC(CC(C3)C1)C2)c1ccccc1	12	21	12	2	1	11	-1	-3	1
CCN(CC)C(=O)CC(c1ccc(F)cc1)c1ccc(OC)cc1 (centres undefined)	8	-6	4	-9	-3	2	-1	-1	2
O=c1[nH]c2ccccc2c(O)c1O	2	-1	-3	-2	1	-38	59*	-9	57*
CC(=O)Nc1nnc(-c2ccco2)o1	3	5	0	-3	-1	10	-2	-1	-2
CCOc1ccc(NC(=O)Cn2nnc3c(cnn3-c3ccc(F)cc3)c2=O)cc1	14	2	7	8	-3	10	-3	-12	1
NCc1cccc(-n2cccn2)c1	16	-20	-11	2	0	9	6	-1	3
CC(C)C(=O)N1N=C(c2ccc(NS(C)(=O)=O)cc2)CC1c1cccs1 (centres undefined)	-2	-42	-2	2	-2	-1	-2	-6	1
COc1ccccc1CNC(=O)CCNC(=O)Cn1ccc2ccccc2c1=O	4	-36	-12	2	-2	1	0	14	-2
CCOC(=O)Cc1csc(NC(=O)Nc2cccc(Cl)c2)n1	14	-6	11	1	3	1	-2	1	3
CC1CCN(S(=O)(=O)Cc2ccccc2Cl)CC1	11	15	3	9	1	1	-2	-1	-5
Clc1ccc(CSc2ncn[nH]2)cc1	13	-11	6	-6[fluorescence artefact?]	-2	0	-1	2	-4
New compounds follow.
SMILES	FXIIa inh	KLK5 inh	FXIa inh	14-3-3 Bad inh	Wee1 stabilizer	Hck-Nef inh	Runt-CBFb FRET	Thrombin inh	Runt-SMMHC FRET
COc1cc(/C=C/[N+](=O)[O-])ccc1OCc1cccc(C(=O)O)c1	17	43*	21	63	-6	62*	17	26	16
Cc1nn(C)c(C)c1Nc1ccc(N2C(=O)C3C4C=CC(C4)C3C2=O)cc1[N+](=O)[O-] (centres undefined)	7	.	0	-2	2	4	-2	1	-7
COC(=O)CNC(=O)c1ccc(NS(=O)(=O)c2cc([N+](=O)[O-])ccc2Cl)cc1	2	1	-1	3	0	-6	4	-1	1
COc1ccc2c(c1)c(C(=O)O)c(C)n2-c1ccccc1	5	-1	3	-11	-2	3	-1	-5	-9
Cc1cccc(Nc2nc(N)nc(CSC(=S)N3CCOCC3)n2)c1	0	-8	5	5	-3	0	-1	5	-4
C/C(=N\NC(=O)CN(c1ccccc1)S(=O)(=O)c1ccccc1[N+](=O)[O-])C(C)(C)C	27	-27	23	11[fluorescence artefact?]	3	4	2	2	5
COc1cccc(OCC(=O)Nc2ccccc2NC(C)=O)c1	19	-3	20	-5	3	0	-3	3	-4
O=C(Nc1cccc(-c2cn3ccccc3n2)c1)c1cc2ccccc2oc1=O	2	-18	-2	64[fluorescence artefact?]	1	3	-5	-49	-11
Cc1cccc(OCC(=O)N/N=C\c2cn(C)c3ccccc23)c1	11	-5	2	-5	1	29	-3	19	-2
CCCCN(C)C(=O)C1CCC(=O)N(c2cc(OC)c(OC)c(OC)c2)C1c1ccc(OC)cc1 (centres undefined)	3	-27	-2	4	-4	-1	-6	-5	1

Complete entries, quoted from the list:
Listed for Cc1nn(C)c(C)c1Nc1ccc(N2C(=O)C3C4C=CC(C4)C3C2=O)cc1[N+](=O)[O-] (centres undefined) : FXIIa inh: 7; KLK5 inh: .; FXIa inh: 0; 14-3-3 Bad inh: -2; Wee1 stabilizer: 2; Hck-Nef inh: 4; Runt-CBFb FRET: -2; Thrombin inh: 1; Runt-SMMHC FRET: -7
Listed for CCCCN(C)C(=O)C1CCC(=O)N(c2cc(OC)c(OC)c(OC)c2)C1c1ccc(OC)cc1 (centres undefined) : FXIIa inh: 3; KLK5 inh: -27; FXIa inh: -2; 14-3-3 Bad inh: 4; Wee1 stabilizer: -4; Hck-Nef inh: -1; Runt-CBFb FRET: -6; Thrombin inh: -5; Runt-SMMHC FRET: 1

Look-ups from the entries so far.
`Cc1nn(C)c(C)c1Nc1ccc(N2C(=O)C3C4C=CC(C4)C3C2=O)cc1[N+](=O)[O-]` (centres undefined) @ 14-3-3 Bad inh = -2
`COc1cc(/C=C/[N+](=O)[O-])ccc1OCc1cccc(C(=O)O)c1` @ Runt-SMMHC FRET = 16
